NPR2 activator: human GC-B receptor activators, primary screen, HEK293 GC-B cells, cGMP TR-FRET, EC30 CNP; Atrial natriuretic peptide receptor 2 (Homo sapiens), P20594; 0% at EC30 CNP, 100% saturating CNP; activation, % at 10 µM; hit rate 0.11% among 370,000; AID 1920062, 2024;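 active means activation at 10 µM reaching about 35% in either raw or pattern-adjusted values, limit read from the data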
rCAG binder: binders of r(CAG) RNA repeats, primary screen, biochemical, fluorescence; inhibition, % at 3 µM; AID 651821, 2012; hit rate 1.3% among 370,000; r(CAG) RNA repeat, TO-PRO-1 dye displacement fluorescence;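 active means inhibition above the plate cutoff, the mean of all test compounds on that plate plus 3 SD, cut at about 35% in these data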;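 further: 0% = DMSO alone and 100% = 100 µM mitoxantrone as full dye displacement; higher means more dye released from RNA so lower well fluorescence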
PRMT1 inh: PRMT1 methyltransferase inhibitors, primary screen, biochemical, fluorescence polarization. Protein arginine N-methyltransferase 1 (Homo sapiens), Q99873. recombinant PRMT1, activity-based probe fluorescence polarization. inhibition, % at 2.79 µM. hit rate 1.3% among 370,000. AID 652257, 2013;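 active means inhibition above about 21% made by adding two undisclosed values, limit read from the data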
ABHD4 inh: ABHD4 inhibitors, primary screen, biochemical, fluorescence polarization, mouse. inhibition, % at 8.92 µM. AID 720543, 2013. purified mABHD4, FP-Rh probe fluorescence polarization. hit rate 0.54% among 370,000. (Lyso)-N-acylphosphatidylethanolamine lipase (Mus musculus), Q8VD66;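 active means inhibition exceeding the mean over every tested compound plus 3 SD, cut at about 30% in these data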;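 further: 0% = plate median of compound wells and 100% = S159A mutant with DMSO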
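Test system: mouse ABHD4 enzyme, wild type. Reagent: FP-Rh fluorescent activity-based probe, added after compound pre-incubation. Timing: pre-incubation 45 min, probe exposure 60 min, at 25 °C. Technique: FP readout, ex 525 nm / em 598 nm. Benchmarks: high control S159A mutant with DMSO, low control median of compound wells.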
SIAE inh: human SIAE inhibitors, primary screen, biochemical, fluorescence polarization, FP-Rh probe, 1536-well HTS; Sialate O-acetylesterase (Homo sapiens), Q9HAT2; SIAE FP-Rh probe binding; inhibition, % at 9.66 µM; hit rate 0.69% among 370,000; AID 1053197, 2014;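 active means inhibition above a cutoff: mean of compounds within the control limits plus 3 SD of those, cut at about 17% in these data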;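 further: 0% = plate median of compound wells and 100% = probe without SIAE protein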
Target sequence (Q9HAT2 whole entry, looked up): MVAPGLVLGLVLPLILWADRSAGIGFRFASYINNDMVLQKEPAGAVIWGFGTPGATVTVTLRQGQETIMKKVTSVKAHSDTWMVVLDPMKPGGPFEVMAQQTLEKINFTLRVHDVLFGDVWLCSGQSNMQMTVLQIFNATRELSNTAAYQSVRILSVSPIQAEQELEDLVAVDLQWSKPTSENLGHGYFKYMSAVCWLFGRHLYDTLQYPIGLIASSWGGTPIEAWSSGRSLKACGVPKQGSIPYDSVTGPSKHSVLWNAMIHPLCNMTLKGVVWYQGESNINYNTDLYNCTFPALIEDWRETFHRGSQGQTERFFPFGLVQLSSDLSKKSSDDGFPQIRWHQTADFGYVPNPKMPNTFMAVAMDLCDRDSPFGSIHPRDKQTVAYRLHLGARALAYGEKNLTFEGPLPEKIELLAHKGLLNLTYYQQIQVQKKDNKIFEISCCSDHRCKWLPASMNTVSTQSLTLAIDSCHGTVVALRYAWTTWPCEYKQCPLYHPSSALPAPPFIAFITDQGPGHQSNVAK
NPR1 activator: GC-A stimulated cGMP production enhancers – HEK293 GC-A cells, cGMP TR-FRET, EC30 ANP, primary screen. Atrial natriuretic peptide receptor 1 (Homo sapiens), P16066. 0% at EC30 ANP, 100% saturating ANP. hit rate 0.14% among 370,000. activation, % at 10 µM; in the data active means activation above about 40%
TCR-CD3 inh: inhibitors of human TCR-CD3 interaction, primary screen, biochemical, fluorescence, TAMRA-labeled TCR probe. T-cell receptor (TCR). inhibition, % at 9.4 µM. hit rate 0.37% among 360,000; in the data active means inhibition above about 19%;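 further: recombinant mutant TCR 2C K166C tagged with TAMRA read by polarization; 0% = receptor in buffer alone and 100% = receptor with positive control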
HTRA1 inh: HTRA1 serine protease inhibitors, primary screen, biochemical, fluorescence polarization, HTS; hit rate 0.5% among 340,000; AID 504803, 2011; recombinant HTRA1, FP-rhodamine activity-based probe; inhibition, % at 5.96 µM; Q92743; in the data active means inhibition above about 36%;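 further: 0% = enzyme with DMSO and 100% = wells lacking enzyme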
Target sequence (Q92743 whole entry, looked up): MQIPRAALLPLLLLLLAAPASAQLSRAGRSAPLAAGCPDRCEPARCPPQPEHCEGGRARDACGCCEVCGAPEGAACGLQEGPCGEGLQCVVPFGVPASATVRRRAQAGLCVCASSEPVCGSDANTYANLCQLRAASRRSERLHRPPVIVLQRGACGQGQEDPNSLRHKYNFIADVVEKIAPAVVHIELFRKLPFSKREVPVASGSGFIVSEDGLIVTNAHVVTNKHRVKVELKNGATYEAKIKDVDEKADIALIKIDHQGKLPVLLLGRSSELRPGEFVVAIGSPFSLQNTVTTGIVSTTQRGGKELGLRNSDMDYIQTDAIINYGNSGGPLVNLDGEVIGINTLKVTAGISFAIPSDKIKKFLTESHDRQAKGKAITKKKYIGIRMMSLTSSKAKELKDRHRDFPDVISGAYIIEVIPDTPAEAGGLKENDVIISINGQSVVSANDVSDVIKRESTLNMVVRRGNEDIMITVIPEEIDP
MBD2 DNA inh: inhibitors of MBD2 binding to methylated DNA, primary screen, biochemical, TR-FRET, DNA-binding domain, human. Methyl-CpG-binding domain protein 2 (Homo sapiens), Q9UBB5. MBD2 binding to methylated oligonucleotide. inhibition, % at 4.4 µM. hit rate 0.31% among 370,000. AID 686964, 2013; in the data active means inhibition above about 13%
UHRF1 binding: UHRF1 methylated DNA binding inhibitors, primary screen, counter-screen for MBD2 inhibitor project, biochemical, TR-FRET, human UHRF1, single concentration | E3 ubiquitin-protein ligase UHRF1 (Homo sapiens), Q96T88 | UHRF1 binding to methylated oligo | inhibition, % at 4.4 µM | hit rate 0.75% among 370,000; in the data active means inhibition above about 21%;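 further: UHRF1 SRA domain binding a hemimethylated CpG hairpin DNA probe; 0% = median of test compound wells and 100% = reference inhibitor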
* hit, by the source's call; . = not tested or not shown. These rows are one share of the data, so the mix of outcomes need not match the whole.

structure	rCAG binder	NPR1 activator	TCR-CD3 inh	NPR2 activator	UHRF1 binding	ABHD4 inh	MBD2 DNA inh	PRMT1 inh	SIAE inh	HTRA1 inh
C#CCn1c(=NC(=O)c2ccco2)sc2cccc(Cl)c21	-2	-13	-6	-5	1	2	3	5	-4	1
CC1=NN(c2nc(-c3ccc(C)cc3)cs2)C(=O)C1N=Nc1cccc(C)c1 (stereo not given)	15	-2	10	-5	-1	6	-4	-1	-1	13
Cn1c(COc2cccc3ccccc23)nnc1SCC(=O)OC1CCCCC1	-6	-5	2	-1	1	-2	1	-1	2	-26
O=C1C=C(c2ccccc2)C[C@@H](c2ccc3c(c2)OCO3)C1	-3	10	-1	3	-3	-8	-1	-2	-3	-28
CCCN(CCC)CCNC(=O)C1c2ccccc2C(=O)N(CCOC)C1c1ccc(F)cc1 (stereo not given)	-8	-15	-1	-4	3	4	5	-1	-1	-7
O=C(NCc1ccccc1)C1=C[C@@H](c2ccc(C(F)(F)F)cc2)C[C@@H](OCCCCO)O1	28	-1	-4	3	3	0	-1	2	0	-49
Cc1ccccc1NC(=O)CSc1ccc(-c2ccccn2)nn1	-5	4	-1	1	-1	4	4	19	-7	4
O=C1COc2ccc(C(=O)COC(=O)c3ccccn3)cc2N1	0	4	3	4	0	7	3	2	-3	1
O=C(NCCCCO)c1c(-c2ccccc2)oc2c1C(OCCCCCO)CCC2 (stereo not given)	0	-1	-7	3	1	6	-1	5	1	.
COc1ccccc1CN(C)C(=O)c1cc(-c2cccs2)nc2ccccc12	0	-10	-9	0	0	-1	2	2	-5	-32
CCn1c(SCC(=O)c2c(N)n(C3CC3)c(=O)[nH]c2=O)nc2cc(S(N)(=O)=O)ccc21	7	3	5	10	3	1	0	3	-9	5
Cc1cc(Cc2cc(C)c(N)cc2C)c(C)cc1N	0	-2	0	5	-1	3	1	-2	0	3
O=C(Nc1ccc(Cl)cn1)C1CC1	1	5	0	3	-2	-6	1	-2	-5	-12
CCCc1cc(-c2n[nH]c(=S)n2-c2cccc(C)c2)cs1	12	2	-3	-2	-1	-1	3	15	6	-14
Cc1cccc(NC(=O)c2ncn3c2C(=O)NC[C@H]3C)c1	2	-1	3	-7	-3	4	-6	-5	4	2
CCOC(=O)C1(CCCc2ccccc2)CCN(S(C)(=O)=O)CC1	-10	-6	0	-2	4	-8	7	2	-7	2
COc1cc2c(cc1OC)CN(CC(=O)Nc1ccccc1C#N)CC2	2	1	3	-1	-4	-4	0	2	-2	-3
CC(C)C1C(=O)N(Cc2cn(CC3CCCCC3)nn2)CCS(=O)(=O)N1Cc1ccc(-c2cccc(CO)c2)cc1 (stereo not given)	6	-7	0	-7	0	-16	3	0	-9	-64
CN(c1ccccc1)S(=O)(=O)c1ccc(NC(=O)c2ccco2)cc1	-2	-4	6	6	-1	-10	1	-4	-1	-22
COc1ccc(-c2noc(C)c2-c2ccc3ccccc3n2)c(O)c1	2	2	-4	2	0	-7	3	1	-8	-37
CCN1CCCC1CNC(=O)c1ccc2c(=O)n(CCOC)c(=O)[nH]c2c1 (stereo not given)	-1	2	-4	1	1	7	3	0	-2	-1
CN(CCO)c1ncnc2nc[nH]c12	-1	6	-1	3	-1	3	3	4	0	6
O=C(Nc1cccc(F)c1)c1coc(=O)c(Br)c1	2	16	2	3	4	-2	0	5	-6	-7
Cc1ccc(CN2CCN(C(=O)CC(C)C)CC2)cc1	-8	-1	7	4	1	1	1	0	-2	3
CCOc1ccc(CCN2C(=O)C(=O)N([C@@H](Cc3ccc(O)cc3)CN3CCC[C@H]3CN3C(=O)C(=O)NC[C@@H]3Cc3ccc(O)cc3)C[C@@H]2Cc2ccc(O)cc2)cc1	8	1	2	-2	3	8	5	-2	-2	.

Among those listed so far, these have a thiophene ring, fused or not.
structure	rCAG binder	NPR1 activator	TCR-CD3 inh	NPR2 activator	UHRF1 binding	ABHD4 inh	MBD2 DNA inh	PRMT1 inh	SIAE inh	HTRA1 inh
COc1ccccc1CN(C)C(=O)c1cc(-c2cccs2)nc2ccccc12	0	-10	-9	0	0	-1	2	2	-5	-32
CCCc1cc(-c2n[nH]c(=S)n2-c2cccc(C)c2)cs1	12	2	-3	-2	-1	-1	3	15	6	-14

Further results:
structure	rCAG binder	NPR1 activator	TCR-CD3 inh	NPR2 activator	UHRF1 binding	ABHD4 inh	MBD2 DNA inh	PRMT1 inh	SIAE inh	HTRA1 inh
COc1ccc(C2=C(CN(C)C)C(c3ccccc3)c3ccccc3O2)cc1 (stereo not given)	-4	-28	3	-11	0	18	-1	-2	-3	-12
Cc1cc(O)cc(O[C@H]2OC(CO)[C@H](O)[C@@H](O)[C@H]2O)c1 (stereo not given in full)	0	2	2	2	-2	-2	3	-3	1	5
CC(/C=C1\SC(=S)N(NC(=O)c2ccc(O)cc2)C1=O)=C\c1ccccc1	18	3	-2	0	1	-21	-3	0	-11	-25
COc1cc(Cl)ccc1OCc1cc(C(=O)N2C[C@@H]3CCC[C@H]2C3)no1	-7	0	4	4	1	-3	-5	-5	4	9
COc1ccc(NS(=O)(=O)c2ccc3ccccc3c2)c2ncccc12	9	-2	-5	3	0	-17	3	-4	-6	3
Cc1cc(-n2c(C)cc(C(=S)N3CCOCC3)c2C)ccc1Br	6	0	-3	0	4	12	1	7	10	-13
COc1ccc(/C=C/c2c(-c3ccc(OC)cc3)sc3cc(OC)c(OC)cc23)cc1	11	3	-3	3	11	4	3	8	3	-8
O=C(NC1CCN(C(=O)NC2CCCCC2)CC1)c1cccc(F)c1	-1	-4	1	-3	-2	2	0	2	0	-7
O=C(c1cccc(C(F)(F)F)c1)C1CCCN(C(=O)c2cc(C3CC3)[nH]n2)C1 (stereo not given)	-7	1	9	3	0	-4	-3	-1	6	-9
CC(=Nc1ccccc1)C1=C(O)COC1=O	1	2	2	-3	1	5	-3	1	8	0
Cc1nc(SCC(=O)NCCc2ccccc2)c2c(=O)n(C)c(=O)n(C)c2n1	-1	3	4	-2	2	-1	2	-1	3	1
CCOC(=O)c1sc2nccc(OC)c2c1N=CNOC	-3	15	-2	3	0	6	3	-2	0	0
O=C(Nc1cnccn1)Nc1ccc(Cl)cc1Cl	2	4	4	-6	-2	-1	-5	-1	1	-2
O=C(CCCCCNC(=O)N1CCn2c1nc1ccccc12)N[C@@H](Cc1ccccc1)C(=O)O	16	3	-11	5	2	-16	8	3	-14	4
CC1=C(C#N)C(c2ccccc2)C2=C(N1)c1ccccc1C2=O (stereo not given)	0	-1	0	3	0	1	-1	2	-7	5
CCOC(=O)CN1CC23C=CC(O2)C(C(=O)Nc2ccc(C(C)=O)cc2)C3C1=O (stereo not given)	1	1	-5	-1	3	-1	0	8	-3	-4
CCOc1ccc(Oc2ccc(Cl)cc2N)cc1	-3	-5	-7	-1	-1	2	2	7	-1	-2
COCn1c(-c2ccc(OC)cc2)nc2ccccc21	-2	6	-3	0	2	-2	5	2	1	-2
Cc1cc(C)n(C(=O)c2c([N+](=O)[O-])c(C)nn2C)n1	-2	4	0	4	-1	-1	2	-4	-2	-5
O=c1c(-c2ccc(O)cc2O)coc2cc(O)cc(O)c12	8	1	-3	1	0	3	3	9	2	3
CCC1(C)Cc2ccccc2-c2nc(NCCCO)[nH]c(=O)c21 (stereo not given)	-2	2	-4	2	-1	-2	1	-2	-3	1
COC(=O)/C=C1\NCCNC1=O	-1	-10	-8	2	2	-5	4	8	-5	5
COc1ccccc1NC(=S)NNC(=O)c1cc(C)nn1C	5	-3	1	1	4	1	-1	-3	3	0
Cc1nn(CCC(=O)NNC(=S)Nc2ccc(Cl)cc2)c(C)c1[N+](=O)[O-]	9	2	4	3	-4	9	1	-1	4	0
Cc1ccc(NC(=S)N/N=C2\CCCCC2C)cc1 (stereo not given)	1	-2	3	2	-3	7	4	4	6	1

(more compounds)
structure	rCAG binder	NPR1 activator	TCR-CD3 inh	NPR2 activator	UHRF1 binding	ABHD4 inh	MBD2 DNA inh	PRMT1 inh	SIAE inh	HTRA1 inh
N#CCCN1CCN(C(CNS(=O)(=O)c2ccc(Cl)cc2)c2ccccc2)CC1 (stereo not given)	-2	-10	2	-2	1	1	3	0	-5	1
COc1ccc(S(=O)(=O)NC(CC(=O)NCC2CCCO2)c2ccco2)cc1 (stereo not given)	-4	1	-6	-4	0	-2	2	1	-2	0
O=C(COC(=O)CCc1nc2ccccc2s1)Nc1cccc(S(=O)(=O)N2CCOCC2)c1	1	0	5	-1	2	-2	5	-1	-4	-1
COc1ccc(CCNC(=O)c2ccc(CNS(=O)(=O)c3cc(C)ccc3C)cc2)cc1OC	-3	-5	4	-1	-2	-5	-2	-2	-8	-9
CCc1ccc(NC(=O)C[n+]2cc(-c3ccc(C)cc3)n3c2CCC3)cc1	12	-1	12	-2	2	3	-3	-1	0	.
CCn1c(SCC(=O)Nc2ccc(OC)c(OC)c2)nnc1-c1c[nH]c2ccccc12	0	-2	-3	-4	1	-3	-4	-8	-7	-1
COc1ccc(C2C(C(=O)c3ccc(C)o3)=C(O)C(=O)N2Cc2cccnc2)cc1 (stereo not given)	5	6	2	0	-7	8	-1	1	2	1
COc1ccc(C(=O)Nc2c(N)nc[nH]c2=O)cc1	-2	0	6	8	-2	-3	5	-2	-4	0
CCN(C(=O)CN1CCCC(C)C1)c1c(N)n(Cc2ccccc2)c(=O)[nH]c1=O (stereo not given)	1	4	8	8	-5	-2	4	-5	0	-3
O=C(CC(C(=O)N1CCc2ccccc21)n1ccnc1)NCC1CCCO1 (stereo not given)	-1	0	1	0	1	-3	-2	1	-3	3
CC(Oc1ccc(Cl)cc1Cl)C(=O)NCCCN1CCOCC1 (stereo not given)	-2	-1	-2	2	0	1	4	3	-2	9
O=C(CNC(=O)c1ccccc1Cl)Nc1ccncc1	5	-1	3	2	0	9	-2	-3	0	9
O=C(COc1ccc(-c2ccccc2)cc1)NN=C1CCCC1	4	3	-2	-2	-1	1	4	0	-4	-7
Cc1cc(N2O[C@]34C=C[C@]25C[C@@H](O)CC[C@]5(C)C3CC[C@]2(C)[C@@H]([C@H](C)/C=C/[C@H](C)C(C)C)CC[C@H]24)no1 (stereo not given in full)	4	5	2	-5	-1	-4	5	4	-5	-2
Cc1ccc(CNC(=O)CN2C(=O)NC(C)(c3ccc(Cl)cc3)C2=O)cc1 (stereo not given)	0	4	8	-2	2	-1	2	-2	6	-18
C[C@H]1CN([C@@H](C)CO)C(=O)Cc2cc(NC(=O)C3CC3)ccc2O[C@H]1CN(C)Cc1ccc(C(=O)O)cc1	1	3	2	1	-2	2	0	-1	-1	8
Cc1c(NC(=O)CSc2nnc3sc4ccccc4n23)c(=O)n(-c2ccccc2)n1C	-1	-1	0	5	-4	6	-1	-1	-1	-6

High-throughput results: PubChem BioAssay, several laboratories
